Myeloid diff MLP: myeloid differentiation induction. ER-HoxA9 myeloid progenitors, lysozyme-GFP differentiation, flow cytometry. calls only at 10 µM. actives 1% (n = 360,000). AID 624256;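 active means normalized GFP-positive differentiation at or above the plate's own cutoff, the solvent-only control mean plus 3 SD; inconclusive means no clear call, values can overlap the other calls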;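 further: cells exposed to compound for four days before flow analysis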
Myeloid diff MLP GFP+ MAC1+ %: second read-out of Myeloid diff MLP, no call of its own (marks repeat the call); GFP+ MAC1+ double positive, %; measured here: differentiation confirmed by MAC1 staining
Numbers without * were called inactive; i = inactive; ? = inconclusive; . = no result given. These rows are one share of the data, so the mix of outcomes need not match the whole.

SMILES	Myeloid diff MLP	Myeloid diff MLP GFP+ MAC1+ %
COc1cc(C(=O)Nc2cc(S(=O)(=O)N3CCOCC3)ccc2N2CCOCC2)ccc1OC(F)F	i	0.8
CC1CCN(C(=O)COC(=O)c2ccc3c(c2)C(=O)N(Cc2ccco2)C3=O)CC1	i	0.4
N#Cc1ccccc1S(=O)(=O)N1CCN(Cc2cccs2)CC1	i	3.0
Nc1ncnc2c1ncn2[C@@H]1O[C@H](C(=O)N[C@@H](CO)Cc2ccccc2)[C@@H](O)[C@H]1O	i	2.1
O=C(NNCc1ccccc1)c1ccccn1	i	1.2
CN(C(=O)c1cc(Cl)c2c(c1)OCCO2)c1c(N)n(Cc2ccccc2)c(=O)[nH]c1=O	i	1.0
CC1COc2c3ccccc3nn21 (configuration not stated)	i	2.3
COc1cccc(-c2cnc(C(O)c3c(C)ccc4ccccc34)[nH]2)c1 (configuration not stated)	i	1.2
COc1ccc(Cl)c(-c2cc(C(=O)Nc3ccc(C)c(NS(C)(=O)=O)c3)[nH]n2)c1	i	1.8
CC(=O)N1Cc2ccccc2CC1C(=O)OCC(=O)c1c(N)n(C)c(=O)n(C)c1=O (configuration not stated)	i	0.1
COc1ccccc1N=NNc1ccccc1OC	i	0.9
CCCCCC(=O)N1C[C@@H](O)[C@H](n2cc(-c3ccc(F)cc3)nn2)C[C@@H]1c1ccc(OC)cc1	i	1.2
Cc1csc(N=Nc2ccc(N(C)C)cc2)[n+]1[O-]	i	0.5
O=C(N[C@H]1C=C[C@H](CC(=O)N2CCCCC2)O[C@@H]1CO)c1cccc(F)c1	i	1.9
CC(C)NC(=O)C1(C)CN(S(C)(=O)=O)CC(=O)N1Cc1cccs1 (configuration not stated)	i	1.4
Cc1nc2cc(NC(=O)C3(C)CCCN(C(C)C)C3)ccc2o1 (configuration not stated)	i	0.5
COc1ccccc1Cn1c(C)c(C(=O)NCc2ccc(C#N)cc2)sc1=O	i	1.4
COCCCNC(=O)C[C@@H]1C[C@@]2(C(=O)OC)CC(C)(C)CC=C2N(Cc2ccccc2)C1=O	i	3.3
COc1ccc(N(Cc2ccccc2)S(=O)(=O)c2cccc(C(=O)NCC3CCCO3)c2)cc1 (configuration not stated)	i	1.1
Cc1cccc(C)c1NC(=O)C(c1ccc(-c2ccccc2)cc1)n1c(=O)c(-c2ccco2)nc2ccccc21 (configuration not stated)	i	3.3
Nc1[nH]c(C(=O)c2ccccc2)c(-c2ccccc2C(F)(F)F)c1C(=O)c1cccs1	i	2.0
CC(=O)NC(C)(c1ccccc1)c1nc(-c2ccc(N(C)C)cc2)cs1 (configuration not stated)	?	.
C[C@@H]1CN([C@H](C)CO)C(=O)c2cc(Br)cnc2O[C@H]1CN(C)Cc1cccnc1	i	1.4
CN(c1ccccc1)S(=O)(=O)c1ccc(C(=O)NCc2ccco2)cc1	i	1.4
COc1cccc(C(O)c2ncc(-c3cccc(C(F)(F)F)c3)[nH]2)c1 (configuration not stated)	i	0.7
Cc1ccc2nc(N(CCN(C)C)C(=O)C3CCN(S(=O)(=O)c4cccs4)CC3)sc2c1	i	0.7
COc1ccc(OCC(=O)N2CCCC(Nc3ccc(C)c(C)c3)C2)cc1 (configuration not stated)	i	0.5
N#CC(=C1NC(=O)c2ccccc21)c1nc2ccccc2n1CCO	i	0.5
O=C(C=Cc1cccc(O)c1)c1ccccc1O	i	0.4
Cn1nc(C(=O)Nc2cccc(S(=O)(=O)N3CCCCC3)c2)c2ccccc2c1=O	i	1.4
COc1ccc(C(C(=O)NCc2ccccc2)n2c(-c3ccncc3)nc3ccccc32)cc1 (configuration not stated)	i	2.1
CC1CCN(S(=O)(=O)c2cc(C(=O)N3CCN(c4ccccc4)CC3)ccc2Br)CC1	i	1.4
COCCN(C(=O)COC(=O)/C=C/c1ccc(Cl)c(Cl)c1)c1c(N)n(Cc2ccccc2)c(=O)[nH]c1=O	i	0.3
C[C@H](CO)N1C[C@H](C)[C@H](CN(C)S(=O)(=O)c2ccccc2)OCc2ccccc2-c2c(n(C)c3ccccc23)C1=O	i	0.2
CCOc1ccc(OCCCC(=O)Nc2cc(S(=O)(=O)N3CCOCC3)ccc2N2CCOCC2)cc1	i	1.4
CCc1nc2c(OCCC3CCCCC3)cccn2c1N(C)C(=O)c1ccc(OC)cc1	i	0.4
Cc1ccccc1CC1(C)C(=O)Nc2ccc(S(=O)(=O)NC3CCCCC3)cc21 (configuration not stated)	i	0.7
CNc1ccc2ncc(-c3ccccc3C(C)=O)n2n1	i	0.9
CC(C)CCNC(=O)c1cc(S(=O)(=O)N2CCC3(CC2)OCCO3)ccc1F	i	0.8
CCN(CC)C(=O)c1csc(COCCO)n1	i	0.5
O=c1c2ccccc2oc2c1ccc1ccccc12	i	1.2
COc1ccccc1NC(=O)COC(=O)c1cc2c(s1)CCC2	i	0.5
COc1cc(C(=O)NC(CCSC)C(=O)Nc2ccc(N3CCOCC3)cc2)cc(OC)c1OC (configuration not stated)	i	1.5
O=C(NC(Cc1nn[nH]n1)C(=O)OCc1ccccc1)OCc1ccccc1 (configuration not stated)	i	0.6
CN1C2CCC1CC(NC(=O)c1cc(S(=O)(=O)N(C)C)c(Cl)cc1Cl)C2 (configuration not stated)	i	0.7
CCCc1cc(CCC)n2nc(N)nc2n1	i	0.9
COc1cccc(NC(=O)CN(C)C(=O)C(Sc2ccccc2)c2ccccc2)c1 (configuration not stated)	i	0.6
CC(C)(C)c1ccccc1NC(=O)Nc1nc(C(N)c2ccccc2Cl)cs1 (configuration not stated)	i	0.9
Cc1sc2ncnc(N3CCC(C(=O)Nc4cc(C(F)(F)F)ccc4OCC(F)(F)F)CC3)c2c1C	i	1.2
CCC(C)CN1C(=O)CSCC1(C)C(=O)Nc1ccc2c(c1)OCCO2 (configuration not stated)	i	1.7
Oc1ccc(C[C@@H](CN2CCCC2CN2C(=S)NC[C@@H]2Cc2ccccc2)N2C[C@H](Cc3ccccc3)N(CC3CCCCCC3)C2=S)cc1 (some centres not stated)	i	1.4
Cc1ccc(NC(=S)NNC(=S)NNc2ccccc2)cc1C	i	0.8
COCC(Cc1ccccc1)NC(=O)Cn1cc(C)c(=O)[nH]c1=O (configuration not stated)	i	0.6
CCC(=O)N1CCCC(C)(C(=O)Nc2ccc(C)c(C)c2)C1 (configuration not stated)	i	0.7
Cc1ccc(C(=O)N(Cc2ccco2)c2c(N)n(Cc3ccccc3)c(=O)[nH]c2=O)cc1	i	1.4
CCCCNC(=O)c1nc(C2CCNCC2)oc1-c1cccc(C(F)(F)F)c1	i	2.7
CC(=O)Nc1ccc2c(c1)C(=O)c1ccc(Cl)cc1-2	i	1.1
COc1ccccc1Cc1c(C2CCCCC2)nc2cc(C)c(Br)c(C)n12	i	1.0
Cc1nc2ccc(C(=O)NCCCn3ccnc3)cn2c1N(C)CC1CCCCC1	i	0.6
Cc1cc(/C=C2/C(=N)N3C(c4ccccc4)=CSC3=NC2=O)c(C)n1-c1ccc(Cl)cc1	i	0.0

No new results follow: an excerpt of the list.
SMILES	Myeloid diff MLP	Myeloid diff MLP GFP+ MAC1+ %
Cc1nc2ccc(C(=O)NCCCn3ccnc3)cn2c1N(C)CC1CCCCC1	i	0.6
Cc1cc(/C=C2/C(=N)N3C(c4ccccc4)=CSC3=NC2=O)c(C)n1-c1ccc(Cl)cc1	i	0.0

The results go on.
SMILES	Myeloid diff MLP	Myeloid diff MLP GFP+ MAC1+ %
COc1ccccc1N(C)c1cc2c(c3c1ccn3C)C1CCC2O1 (configuration not stated)	i	0.3
CCC1=C(c2ccc(OC)cc2)CCC(C(=O)O)C1C (configuration not stated)	i	1.7
COc1ccc(CN(C)C(=O)COC(=O)c2ccc(-c3ccccc3)cc2)c(OC)c1OC	i	1.0
CSc1ccc(OC2(C)CCN(Cc3ccccc3)C2)cc1 (configuration not stated)	i	0.7
CC(C)n1c(=O)c2ccccc2n1CC(=O)N1CCOCC1	i	1.4
Nc1cc2c(cc1Br)-c1ccccc1C2=NO	i	0.6
CCN(c1ccc(OC)cc1)S(=O)(=O)N1CCCC(C(=O)NC(C)c2ccccc2)C1 (configuration not stated)	i	3.4
COc1ccc(-c2ccc(CN3C(CC(C)C)C(=O)N(Cc4cn(CCC5OCCO5)nn4)CCS3(=O)=O)cc2)cc1OC (configuration not stated)	i	0.3
COc1ccc(NC(=O)C[C@H]2C(=O)N(C3CCCCC3)C[C@@H]2C)cc1	i	0.6
CN(C)C(=O)CCc1ccc2c3c([nH]c2c1)[C@]1(C)[C@@H](C(=O)N2CCCCC2)C[C@H](CC(=O)NCCN2CCOCC2)C(=O)N1CC3	i	0.6
Cc1ccc(CC2(C)C(=O)Nc3c(Cl)cccc32)cc1 (configuration not stated)	i	1.0
O=C(NCCc1ccccc1)c1ccc(-c2ccc(F)c(F)c2)c2ccoc12	i	0.6
OCCN1CCN(c2cc(-c3ccc4ccccc4c3)nc3ccnn23)CC1	i	0.9
COc1ccc(-c2coc3c(C(=O)N4CCN(C)CC4)cccc23)c(C)c1	i	0.6
CCN(CC)C(=O)C1=C(C)N(CCCOC)C(=O)C(CC(=O)NCc2ccco2)C1 (configuration not stated)	i	0.7
COc1ccc([C@@H]2CC(=O)[C@@H]3CN(S(=O)(=O)c4ccc(C)cc4)[C@H](c4ccccc4)C[C@@H]3N2S(=O)(=O)c2ccccc2)cc1	i	1.1
O=C(Nc1ccc(F)c(Cl)c1)c1cc(C2CCCCN2C(=O)c2ccc(Cl)cc2)on1 (configuration not stated)	i	1.5
CNC(=O)c1nn(C)c(=O)[nH]c1=O	i	1.2
COC1=CC(=O)OC(c2ccc(C#N)cc2)C1 (configuration not stated)	i	2.3
COc1ccc(CC(N)c2csc(Nc3ccc(C(C)=O)cc3)n2)cc1 (configuration not stated)	i	1.0
CCCOc1ccc(F)cc1-c1cc(C(=O)NCCOC)[nH]n1	i	0.9
O=C(NCc1ccccc1)C(C1CC1)n1c(CSCCOc2ccccc2)nc2ccccc21 (configuration not stated)	i	2.9
CC(C)(C)NC(=O)C(c1ccc(-c2ccccc2)cc1)n1c(=O)c(-c2ccco2)nc2ccccc21 (configuration not stated)	i	4.7
COc1ccccc1[C@H]1C(c2cccc(Cl)c2)=NN(c2ccccc2)[C@@H]1CO	i	3.6
COc1ccccc1OCC(=O)Nc1ccc(C(=O)Nc2ccccc2C(=O)O)cc1	i	0.8
COC(=O)[C@H]1C[C@H](OC(=O)NC2CC2)[C@@]2(O)CN(S(=O)(=O)c3ccc(C)cc3)CC2[C@H]1C(=O)OC (some centres not stated)	i	1.1
N#Cc1ccc(C(=O)NN2C(=O)NC3(CCCCC3)C2=O)cc1	i	1.1
CC(=O)c1ccc(NC(=O)CSc2nc3[nH]c(=O)cc(O)c3s2)cc1	i	0.6
Cc1ccccc1C(C)(O)c1cnc(C)n1Cc1ccccc1 (configuration not stated)	i	0.9
CCC1NC(=O)c2cccnc2-n2c1nc1ccc(F)cc1c2=O (configuration not stated)	i	4.0
COC(=O)c1ccc(NC(=O)CCCN2C(=O)NC(C)(C)C2=O)cc1	i	0.2
OC1COC(c2ccccc2)OC1C(O)C1OC(c2ccccc2)OCC1O (configuration not stated)	i	0.8
CCCN(C(=O)c1cc(S(=O)(=O)N2CCN(CC)CC2)ccc1Cl)C1CCS(=O)(=O)C1 (configuration not stated)	i	0.6
CCCCN1C[C@H](CSC)[C@@H](CC(=O)Nc2ccc(OC)cc2)C1=O	i	0.5
Cc1c([N+](=O)[O-])oc2c1C(=O)NCCC2	i	0.1
CCNC(=S)Nc1ccc2c(c1)c(=O)n(C)n2Cc1ccc(Cl)cc1	i	1.7
COc1ccc(OC)c(NC(=O)C(C)OC(=O)c2cc3ccccc3[nH]2)c1 (configuration not stated)	i	1.4
CCC(=O)N1Cc2cc(C(=O)NCc3cccc(F)c3)nc(-c3cccc(C4=CCCC4)c3)c2[C@H]1CCO	i	0.5
O=C1NC[C@H](CCCCN2C[C@H](Cc3ccccc3)N(CC3CCCCC3)C(=O)C2=O)N(CCC2CCCCC2)C1=O	i	0.6
CCC1CCC2(CC1)NC(=O)N(CC(=O)Nc1ccc(OC)cc1)C2=O (configuration not stated)	i	1.0
CCc1c(-c2ccc(Cl)cc2)ncn1Cc1cccc(-c2ccccc2)c1	i	3.2
CCOC(=O)C1(C)CCN1C(=O)c1ccc(OC)c(C(F)(F)F)c1 (configuration not stated)	i	1.0
COC(=O)[C@]12CCCCC=C1N(Cc1ccco1)C(=O)[C@H](CC(=O)NCC1CCCCC1)C2	i	0.6
COc1ccc(S(=O)(=O)N2CCCCC2c2cc(C(=O)NCc3cccnc3)no2)cc1 (configuration not stated)	i	0.4

Compounds above containing an NH in an aromatic ring (14):
SMILES	Myeloid diff MLP	Myeloid diff MLP GFP+ MAC1+ %
CN(C(=O)c1cc(Cl)c2c(c1)OCCO2)c1c(N)n(Cc2ccccc2)c(=O)[nH]c1=O	i	1.0
COc1cccc(-c2cnc(C(O)c3c(C)ccc4ccccc34)[nH]2)c1 (configuration not stated)	i	1.2
COc1ccc(Cl)c(-c2cc(C(=O)Nc3ccc(C)c(NS(C)(=O)=O)c3)[nH]n2)c1	i	1.8
Nc1[nH]c(C(=O)c2ccccc2)c(-c2ccccc2C(F)(F)F)c1C(=O)c1cccs1	i	2.0
COc1cccc(C(O)c2ncc(-c3cccc(C(F)(F)F)c3)[nH]2)c1 (configuration not stated)	i	0.7
COCCN(C(=O)COC(=O)/C=C/c1ccc(Cl)c(Cl)c1)c1c(N)n(Cc2ccccc2)c(=O)[nH]c1=O	i	0.3
O=C(NC(Cc1nn[nH]n1)C(=O)OCc1ccccc1)OCc1ccccc1 (configuration not stated)	i	0.6
COCC(Cc1ccccc1)NC(=O)Cn1cc(C)c(=O)[nH]c1=O (configuration not stated)	i	0.6
Cc1ccc(C(=O)N(Cc2ccco2)c2c(N)n(Cc3ccccc3)c(=O)[nH]c2=O)cc1	i	1.4
CN(C)C(=O)CCc1ccc2c3c([nH]c2c1)[C@]1(C)[C@@H](C(=O)N2CCCCC2)C[C@H](CC(=O)NCCN2CCOCC2)C(=O)N1CC3	i	0.6
CNC(=O)c1nn(C)c(=O)[nH]c1=O	i	1.2
CCCOc1ccc(F)cc1-c1cc(C(=O)NCCOC)[nH]n1	i	0.9
CC(=O)c1ccc(NC(=O)CSc2nc3[nH]c(=O)cc(O)c3s2)cc1	i	0.6
COc1ccc(OC)c(NC(=O)C(C)OC(=O)c2cc3ccccc3[nH]2)c1 (configuration not stated)	i	1.4

Screens from PubChem.
